Screening data: PubChem, Emory University Molecular Libraries Screening Center
EP2 mod: modulators of human EP2 prostaglandin E2 receptor. EP2-expressing cells, cAMP HTRF FRET, PGE2 co-stimulation. induction, % at 25 µM. hit rate 0.83% among 260,000. AID 940;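 active means compounds whose cAMP rise, as percent of the full-agonist control response, exceeds 60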;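 further: rat C6 glioma line stably carrying human EP2 under a CMV promoter; the protocol text gives 20 µM as final concentration; 100% = response of wells given 1 µM PGE2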
Target sequence (P43116 whole entry, looked up): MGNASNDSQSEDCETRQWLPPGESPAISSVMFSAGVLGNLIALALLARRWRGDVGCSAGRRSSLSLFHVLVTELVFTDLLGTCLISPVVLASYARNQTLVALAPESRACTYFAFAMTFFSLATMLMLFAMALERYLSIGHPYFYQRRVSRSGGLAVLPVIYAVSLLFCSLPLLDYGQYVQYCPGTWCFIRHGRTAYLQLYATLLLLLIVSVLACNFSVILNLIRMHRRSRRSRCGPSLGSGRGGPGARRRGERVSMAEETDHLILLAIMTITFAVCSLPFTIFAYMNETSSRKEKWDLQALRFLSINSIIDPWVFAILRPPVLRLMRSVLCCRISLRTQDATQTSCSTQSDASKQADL
The depositor's hits bear a star. These rows are one share of the data, so the mix of outcomes need not match the whole.

Start of the listing, in advance, 3 compounds:
EP2 mod	SMILES
11	C=CCN(C(=O)c1csnn1)C(C(=O)NC1CCCC1)c1c(F)cccc1Cl (stereo unspecified)
-40	Cc1cc(-c2cc(N)c(=O)n(CC(=O)NCc3ccco3)n2)c(C)o1
-3	CCN1CCCC1CN(Cc1cccnc1)Cc1cnn(C2CCCCC2)c1 (stereo unspecified)

Main list, previewed entries included:
EP2 mod	SMILES
11	C=CCN(C(=O)c1csnn1)C(C(=O)NC1CCCC1)c1c(F)cccc1Cl (stereo unspecified)
-40	Cc1cc(-c2cc(N)c(=O)n(CC(=O)NCc3ccco3)n2)c(C)o1
-3	CCN1CCCC1CN(Cc1cccnc1)Cc1cnn(C2CCCCC2)c1 (stereo unspecified)
-43	CCOc1ccc(/C=C/C(=O)NCC2CCCO2)cc1OC (stereo unspecified)
-9	NC(=O)Cn1cc(F)c(=O)[nH]c1=O
23	COc1cc(OC)cc(C(=O)Nc2nc3c(s2)CCc2ccc(OC)cc2-3)c1
18	O=C(O)CCCCCNS(=O)(=O)c1cccc2cccnc12
-8	Cc1ccc2cc(CN(CC3CCCO3)C(=S)NCc3ccccc3)c(=O)[nH]c2c1C (stereo unspecified)
-16	CCN1CCN(C(=O)CN(c2cccc(F)c2)S(C)(=O)=O)CC1
-6	COc1ccc(N=c2oc3c(OC)cccc3cc2C(=O)Nc2ccc(C)cn2)cc1OC
-18	O=C(COc1ccc(S(=O)(=O)N2CCCC2)cc1)NCc1ccccn1
-74	O=C(NCCc1c[nH]c2ccccc12)C(=O)NC1CC1
18	Cc1cc2ccccc2c[n+]1CC(O)C[n+]1cc2ccccc2cc1C
-26	Cc1ccc(OCC(=O)Nc2sc3c(c2C#N)CCCCC3)cc1
45	CCn1c(COc2ccc(Br)cc2)nnc1SCC(=O)NC1CCCCC1
5	C=CCNC(=O)[C@H]1C[C@@H](c2ccc(F)cc2)NS(=O)(=O)N1C
23	CCCc1nc(SCC(=O)NNC(=O)CC)c2c(C)c(C)sc2n1
2	CCOc1ccccc1C1C2=C(CC(C)(C)CC2=O)NC2=C1C(=O)c1ccccc12 (stereo unspecified)
16	CCOC(=O)Cc1csc(NC(=O)CSc2nc3cc(C)ccc3cc2C#N)n1
-8	CC(C)NC(=O)C1CC(c2ccccc2O)=NO1 (stereo unspecified)
-22	CCCc1ncc(CN2CCN(C3CCCCC3)C(=O)C2)cn1
15	CCn1c(=O)c(C(=O)Nc2ccc(C)cc2C)c(O)c2ccccc21
-20	Cc1cc2cc(CN(Cc3ccc(Cl)cc3)C(=O)c3cnccn3)c(=O)[nH]c2cc1C
-31	COc1cc(-c2nnc(N(C(=O)C3CCCCC3)C(C)C)s2)cc(OC)c1OC
-10	COc1cc(C)c(CN2CCn3c(CO)nnc3C2)cc1OC
-44	O=C(c1nccc2ccccc12)N1C2CCC1CC(c1ccc(F)cc1)C2 (stereo unspecified)
-1	CCOC(=O)c1ccc(NC(=O)CSc2nnc(-c3ccco3)n2CC)cc1
-1	Cc1nc2ncnn2c(NCc2cccs2)c1Cc1ccccc1
11	COCCNC(=O)c1cn(C[C@H]2CCCN(C(=O)c3ccccn3)C2)nn1
-7	COCCN1C(=O)c2ccc3c4c(ccc(c24)C1=O)C(=O)N(CCOC)C3=O
5	C=CCn1c(=O)/c(=C2/Sc3ccccc3N2C)s/c1=C1\C(=O)NN=C1C
-62	O=C(Cn1nc(-c2nccc3ccccc23)oc1=O)NC1CCCCC1
3	Cc1cc2ccccc2n2c(=O)n(CC(=O)N(C)C)nc12
-17	CCCn1c(SCC(=O)Nc2ccc(C)cc2C)nnc1-c1ccncc1
-24	CC(C)Oc1ccc(N2CC(C(=O)OCC(=O)Nc3ccccc3Cl)CC2=O)cc1 (stereo unspecified)
-7	COC(=O)C1=C(C(C)=O)C(c2ccc(C(C)C)cc2)n2nnnc2N1 (stereo unspecified)
-111	O=C1NN(c2ccc(Cl)cc2)C(=O)/C1=C/c1cccs1
-11	CCOc1ccccc1NC(=O)CN1C(=O)COc2ccc(C)cc21
3	CC(C)Cn1cnc2c(SCc3ccccn3)nc(N)nc21
39	CNc1ncccc1CN1CCc2cc(OC)c(OC)cc2C1c1ccccc1F (stereo unspecified)
-4	CCOc1ccc2[nH]c(=O)c(CN(CC3CCCO3)C(=O)CC)cc2c1 (stereo unspecified)
-5	COc1cccc(NC(=O)CSc2nc3cc4c(cc3cc2C#N)OCCO4)c1
15	CCc1sc(NC(=O)C(C)(C)C)nc1-c1ccccc1
-6	CCOC(=O)C1CCN(C(c2cc3cc(CC)ccc3[nH]c2=O)c2nnnn2CC2CCCO2)CC1 (stereo unspecified)
43	COc1ccc2[nH]c(=O)c(C(c3nnnn3Cc3ccccc3)N3CCc4ccccc43)cc2c1 (stereo unspecified)
-7	CCC(C)(C)n1nnnc1C(c1cccc(OC)c1OC)N1CCN(c2cc(Cl)ccc2C)CC1 (stereo unspecified)
-13	COc1cccc(NC(=O)N(Cc2ccc(F)cc2)Cc2nc3ccccc3c(=O)[nH]2)c1
15	CCS(=O)(=O)N1CCC(NC(=O)Cc2ccc(OC)c(OC)c2)CC1
13	COCCNC(=O)c1c(NC(=O)COc2cccc(C)c2C)sc2c1CCCC2
-24	Cc1nn(-c2ccccc2)c2sc(C(=O)NN)cc12
6	Cc1nc(SCC(=O)Nc2ccccc2C)n[nH]1
4	CCn1c(SCC(=O)Nc2ccccc2OC)nnc1-c1ccc(OC)cc1
29	COc1ccc(NC(=O)CSc2nnc3c(C)cc4cc5c(cc4n23)OCCO5)cc1
-57	CCN1CCN(c2ccc(NC(=O)c3ccc(C)cc3Cl)cc2)CC1
-34	CC(=O)c1ccc(S(=O)(=O)N2CCCC(C)C2)cc1 (stereo unspecified)
-80	COc1ccc(CNC(=S)NNC(=O)c2cc3ccccc3o2)cc1
-76	Cc1cc(C)c2cc(CN(Cc3cccnc3)S(=O)(=O)c3ccc(C)c(Cl)c3)c(=O)[nH]c2c1
20	Cn1ccnc1C1(O)CCN(C(=O)c2cc(F)cc(F)c2)CC1
-24	CC(=O)Nc1ccc2oc(-c3cccc4ccccc34)nc2c1
-7	CCn1c(COc2cccc3ccccc23)nnc1SC(C)C(=O)OC (stereo unspecified)

New compounds follow.
EP2 mod	SMILES
-1	C=Cn1c(C(=O)O)ccc1-c1ccc(Cl)cc1
-23	Cc1ccc(-c2cc(N)c(=O)n(CC(=O)NCc3ccco3)n2)o1
-69	O=C(CN1CCC(c2ccc(F)cc2)CC1)N1CCOCC1
-58	CC1Oc2ccc(S(=O)(=O)NCc3ccccn3)cc2NC1=O (stereo unspecified)
-13	COc1ccccc1C1(NC(=O)CCn2cnc3ccccc32)CCCC1
-10	COc1ccc(S(=O)(=O)N(CC(=O)N2CCCCCC2)c2ccccc2)cc1OC
10	COc1ccc(C(=O)N2C3CCC2CC(O)(c2nccn2C)C3)cc1 (stereo unspecified)
32	O=C(O)C12CC3(C(=O)O)CC(C(=O)O)(CC(C(=O)O)(C1)C3=O)C2=O
-7	COc1cccc(C(=O)N2CCC(C(N)=O)CC2)c1OC
-32	CCNC(=S)N(Cc1ccco1)Cc1cc2ccc(OC)cc2[nH]c1=O
8	CC(C)c1ccc(C2NC(=O)C(O)=C2C(=O)c2cccs2)cc1 (stereo unspecified)
1	COc1cc2c(cc1CN(Cc1ccncc1)C1CC(C)(C)NC(C)(C)C1)OCO2
-11	COc1ccc(C2=NN(C(=O)CCCC(=O)O)C(c3ccco3)C2)cc1OC (stereo unspecified)
14	CCCn1cc(NC(=O)[C@H]2C[C@@H](c3ccco3)NS(=O)(=O)N2C)cn1
17	CCn1c(N(C)N=O)nc2ccccc21
-51	Cc1c(C(=O)N2CCOCC2)sc(NC(=O)c2ccccc2F)c1C#N
-6	O=C(CN1C(=O)[C@H]2CCCN2C(=O)c2ccccc21)NC1CCCCCC1
-9	O=C(Cn1nnc2c(cnn2-c2ccc(F)cc2)c1=O)Nc1nc2c(s1)CCCC2
-26	O=C1c2ccccc2S(=O)(=O)N1c1ccc(F)cc1
-15	Cc1ccc(CN(C(=O)c2ccc(F)cc2)C2CC(C)(C)NC(C)(C)C2)o1
-45	COc1ccc(CN2CCC(n3cnc4cccnc43)CC2)cc1
-1	Cc1ccc2[nH]c(=O)c(CN(CC3CCCO3)S(=O)(=O)c3ccc(F)cc3)cc2c1 (stereo unspecified)
-33	CCOc1ccc(C(=O)C[N+]2=C(C)c3cccn3CC2)cc1
33	CCc1cccc(N(C(=O)c2csnn2)C(C(=O)NC(C)(C)C)c2cccs2)c1 (stereo unspecified)
-4	O=C(NCCCN1CCCC1=O)c1cc2nc(-c3ccco3)cc(C(F)(F)F)n2n1
4	CCc1ccc2[nH]c(=O)c(CN(Cc3ccccc3)C(c3nnnn3C3CCCCC3)C(C)C)cc2c1 (stereo unspecified)
-44	O=C(Cc1cccs1)N1CCC[C@@H]1Cn1nc(-c2cccs2)ccc1=O
-16	CC1CCC(NC(=O)C2CCN(S(=O)(=O)c3ccc(Cl)cc3)CC2)CC1 (stereo unspecified)
13	O=C(CCc1ccccc1)NCc1nc(-c2ccncc2)n[nH]1
-2	CC(C)c1ccc(OCc2n[nH]c(=S)n2C)cc1
-1	C[C@H]1[C@H](C)CC[C@]2(C(=O)O)CC[C@]3(C)C(=CCC4[C@@]5(C)C[C@@H](O)[C@H](O)[C@@](C)(CO)C5[C@H](O)C[C@]43C)[C@H]12 (stereo partly specified)
-37	OC(CN1CCC(O)(c2ccc(C(F)(F)F)cc2)CC1)c1ccccc1 (stereo unspecified)
-10	O=C1NC2(CCN(C(=O)c3ccccn3)CC2)Nc2ccccc21
-72	CCOC(=O)Nc1nnc(-c2ccccc2F)s1
-16	COc1cc(-c2coc3cc(OCc4ccccc4)c(OC)c(O)c3c2=O)cc(O)c1OC
2	C/C=C(\C)C(=O)OC1[C@@H]2C=C3C(CC[C@]4(C)C3CC(=O)O[C@H]4c3ccoc3)C(C)(C2=O)[C@@H](C(O)C(=O)OC)C1(C)C (stereo partly specified)
-2	COc1ccc2nc3sc(C(=O)Nc4ccc5c(c4)OCCO5)c(N)c3cc2c1
2	CC(C)NC(=O)[C@H]1C[C@@H](c2ccc(F)cc2)NS(=O)(=O)N1C
-4	COCCNC(=S)N(Cc1ccc(OC)cc1)Cc1cc2cc(C)cc(C)c2[nH]c1=O
48	CCOc1ccccc1NC(=O)CSc1nc2cc3c(cc2cc1C)CCC3
-51	O=C(Cn1cc(CO)c2ccccc21)Nc1ccc(F)cc1
-17	Cc1ccc2cc(C(c3nnnn3C3CCCC3)N3CCC(O)CC3)c(=O)[nH]c2c1C (stereo unspecified)
-15	COC(=O)c1c(NC(=O)CSc2nnc3n2C(C)(C)Cc2ccccc2-3)sc(C(C)=O)c1C
73*	CCOc1ccc2cc(C#N)c(SCC(=O)Nc3nnc(CC)s3)nc2c1
46	Cc1ccc2cc(CN(Cc3ccccc3)C(c3nnnn3C3CCCCC3)C(C)C)c(=O)[nH]c2c1C (stereo unspecified)

In another format: five of the compounds above
mol | EP2 mod
COc1ccc2nc3sc(C(=O)Nc4ccc5c(c4)OCCO5)c(N)c3cc2c1 | -2
O=C1NC2(CCN(C(=O)c3ccccn3)CC2)Nc2ccccc21 | -10
OC(CN1CCC(O)(c2ccc(C(F)(F)F)cc2)CC1)c1ccccc1 (stereo unspecified) | -37
CC(C)NC(=O)[C@H]1C[C@@H](c2ccc(F)cc2)NS(=O)(=O)N1C | 2
CCOC(=O)Nc1nnc(-c2ccccc2F)s1 | -72

(list continues)
EP2 mod	SMILES
4	Cc1cccc(Cn2c(NN)nc3c2c(=O)[nH]c(=O)n3C)c1
-44	CC(C)OCCCNC(=O)c1ccc(CN2CCc3ccccc3C2)cc1
-37	c1c[nH]c(CN2CCN(Cc3ncc[nH]3)CC2)n1
-44	COc1ccc(NC(=S)N(CCCO)Cc2cc3cc(C)cc(C)c3[nH]c2=O)cc1
-31	CC1CC(C)CN(C(=O)C2(NC(=O)Nc3ccc(F)cc3F)CCCCC2)C1 (stereo unspecified)
-42	Cc1sc2nc(C3CC3)n(C3CCN(CC(=O)NC(C)(C)C)CC3)c(=O)c2c1C
10	CS(=O)(=O)c1cnc2ncnn2c1C1CCN(C(=O)C2CCCO2)CC1 (stereo unspecified)
-2	CCc1n(CC(O)COc2ccc(C(C)=O)cc2)c2ccccc2[n+]1C (stereo unspecified)
30	COc1ccc(S(=O)(=O)N2CCc3ccccc32)c2ccccc12
-18	Cc1ccc(-c2nnn(CC(=O)NC3CC3)n2)o1
-23	CC(C)c1nnc(NC(=O)c2ncoc2-c2ccccc2F)s1
-15	Cc1ccc(NC(=O)Cn2nc(-c3cccs3)cc(N)c2=O)cc1
7	COc1cccc(N(CC(=O)N2CCCCC2)S(=O)(=O)c2ccc(C)cc2)c1
-5	CC(C)NC(=O)c1ccccc1NC(=O)c1sc2ccccc2c1Cl
-25	Cc1nnc(SCC(=O)O)n1N

Three compounds already listed, arranged by SMILES length, rising.
EP2 mod	SMILES
-15	Cc1ccc(NC(=O)Cn2nc(-c3cccs3)cc(N)c2=O)cc1
10	CS(=O)(=O)c1cnc2ncnn2c1C1CCN(C(=O)C2CCCO2)CC1 (stereo unspecified)
7	COc1cccc(N(CC(=O)N2CCCCC2)S(=O)(=O)c2ccc(C)cc2)c1

The listing picks up, starting 2 compounds before the break.
EP2 mod	SMILES
-5	CC(C)NC(=O)c1ccccc1NC(=O)c1sc2ccccc2c1Cl
-25	Cc1nnc(SCC(=O)O)n1N
30	COc1ccccc1-c1cc(=O)c2cccc(OC)c2o1
14	COc1ccc([C@@H]2C[C@H](C(=O)N3CCc4ccccc4C3)N(C)S(=O)(=O)N2)cc1OC
-13	CS(=O)(=O)N(CC(=O)N1CCCC1)c1ccc(F)c(Cl)c1
10	Cc1ccnc(NS(=O)(=O)c2ccc(NC(=O)c3ccccc3C(=O)O)cc2)n1
-4	COc1ccccc1NC1CCS(=O)(=O)C1 (stereo unspecified)
-2	Cc1n[nH]c(C)c1C(C)NC(=O)Cn1nc(C(F)(F)F)c2c1CCCC2 (stereo unspecified)
19	COc1ccc2c(C)cc(=O)oc2c1
